From PubChem BioAssay
H37Rv inhibition = M. tuberculosis growth inhibition, HTS (AID 449762) | M. tuberculosis H37Rv growth inhibition, 7H9 media; higher % means a stronger effect | inhibition, % at 25 µM; hits with a dose series show IC50 in µM | 330,000 compounds, 0.59% hits; in the data active = a potency from the dose series; inconclusive = inhibition above about 70% without an active follow-up result;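 note: bacterial growth assessed after seven days of incubation; strong numbers were not always called active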
tuberculosis growth = growth inhibition of non-replicating M. tuberculosis (AID 488890); Mycobacterium tuberculosis non-replicating, growth inhibition; higher % means a stronger effect; inhibition, % at 25 µM; hits with a dose series show IC50 in µM; 320,000 compounds, 0.39% hits; in the data active = a potency from the dose series; inconclusive = inhibition mostly from about 82% at the one dose, without a potency; inactive = the rest, 99 in 100 with inhibition below about 76%;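 note: plate controls were DMSO cells for no effect and high antibiotic wells for full effect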
H1N1 NS1A inhibition = H1N1 influenza NS1A inhibitors, functional cell based assay (AID 504329); inhibition, % at 12.5 µM; hits with a dose series show IC50 in µM; NS1A functional cell-based assay, percent inhibition; higher % means a stronger effect; 340,000 compounds, 0.3% hits; in the data active = a potency from the dose series; inconclusive = inhibition above about 27% without an active follow-up result; note: strong numbers were not always called active
Salmonella PhoP GFP = PhoP regulon inhibitors, Salmonella typhi PhoP promoter GFP reporter, confirmatory (AID 1850); Salmonella Typhi PhoP-promoter GFP reporter, fluorescence, 4 h; higher % means a stronger effect; inhibition, % at 50 µM, or IC50 in µM where a hit was titrated; 310,000 compounds, 0.33% hits; in the data active = a potency from the dose series; inconclusive = inhibition mostly from about 25% at the one dose, without a potency; inactive = the rest, 99 in 100 with inhibition below about 19%;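 note: 0% = induced wells with vehicle and 100% = uninduced wells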
VEEV TC-83 Vero = inhibitors of VEEV TC-83 cytopathic effect, confirmation, Vero cells (AID 588727) | Vero cells, VEEV TC-83 cytopathic effect inhibition; higher % means a stronger effect | 350,000 compounds, 0.13% hits | one-dose inhibition, % at 20 µM; IC50 in µM for titrated hits; in the data active = a potency from the dose series; inconclusive = inhibition mostly from about 14% at the one dose, without a potency; inactive = the rest, 99 in 100 with inhibition below about 12%; note: strong numbers were not always called active
VEEV TC-83 Vero 10K pilot screen = also measured in VEEV TC-83 Vero; calls as there; inhibition, %; measured here: 10K pilot screen inhibition
* hit, by the source's call; i = inactive; ? = inconclusive; / = not tested or not shown.

SMILES	H37Rv inhibition	tuberculosis growth	H1N1 NS1A inhibition	Salmonella PhoP GFP	VEEV TC-83 Vero	others
CC1CN(c2oc(Cc3cccc4ccccc34)nc2C#N)CC(C)O1 (configuration not stated)	-9%	8%	-7%	2%	11%
COc1cccc(C2C(C(=O)c3cccs3)=C(O)C(=O)N2CCN2CCOCC2)c1 (configuration not stated)	-7%	7%	20%	-2%	0.5%
Cc1c(C)c2ccc(OCC(=O)N3CCOCC3)c(C)c2oc1=O	-1%	6%	4%	16%	0.7%
O=C(c1cccs1)N1CCCc2ccccc21	3%	21%	13%	-6%	i
CC1C(=O)N2CCCc3cc(S(=O)(=O)N(C)Cc4ccccc4)cc1c32 (configuration not stated)	1%	26%	-1%	-2%	8.6%
COc1ccc(CC(=O)Oc2ccc(Br)cc2F)cc1S(=O)(=O)N1CCOCC1	-4%	-17%	-22%	-9%	3.0%
O=C(Oc1ccc2ccccc2c1)c1cncc(Br)c1	13µM*	?	-9%	2%	9.8%
CCN(CC(=O)Nc1ccccc1OC)CC(=O)Nc1ccccc1-c1ccccc1	2%	16%	1%	-7%	5.4%
COc1ccc(S(=O)(=O)N(Cc2ccccc2)c2ccccc2C(=O)Nc2ccccc2C(=O)NCc2ccco2)cc1	9%	3%	6%	10%	7.1%
O=C(O)c1ccc2c(c1)C(=O)N(N1C(=O)c3ccccc3C1=O)C2=O	4%	-16%	1%	-2%	0.3%
CC1Cc2nc(SCC(=O)N3CCN(c4ccccc4)CC3)n(CCc3ccccc3)c(=O)c2S1 (configuration not stated)	5%	46%	12%	-3%	7.9%
O=C1CCC(C(=O)N2CCC(CO)(Cc3ccc(Cl)cc3)CC2)=NN1	-6%	-2%	-18%	5%	0.1%
CN1C(=O)/C(=C/c2ccc(-c3ccccc3[N+](=O)[O-])o2)SC1=Nc1ccc(Cl)c(C(=O)O)c1	2%	19%	-1%	-9%	1.3%
O=c1[nH][nH]c(C(F)(F)F)c1C=Nc1ccccc1	-8%	-29%	0%	5%	4.7%
CC1CCC(NC(=O)c2ccc3c(c2)S(=O)(=O)c2ccccc2C3=O)CC1 (configuration not stated)	3%	11%	-7%	1%	7.3%
CCOC(=O)C1=C(C)NC(C)=C(C(=O)OCC)C1c1ccccc1/C=C/C(=O)OC(C)(C)C	6%	14%	/	11%	/
COc1ccc(CN(C)CC(=O)Nc2sc3c(c2C#N)CCC3)cc1OC	8%	13%	-1%	-14%	0.1%
N#Cc1c(SCC(N)=O)nc2c(c1-c1ccncc1)CCCC2	38%	12%	-10%	3%	1.3%
Cc1ccc(C)c(SCc2nc3sc(C(=O)O)c(C)c3c(=O)[nH]2)c1	7%	7%	7%	-8%	0.2%
COc1ccc(N2CCN(CC(=O)Nc3cc(C)on3)CC2)cc1	-5%	4%	-8%	-16%	i
COC(=O)CCCC(=O)NC1CCCc2c1cnn2-c1ccc(F)cc1F (configuration not stated)	7%	-6%	-2%	4%	3.2%
Cc1cc(C(=O)CSc2nc3ccccc3c(=O)[nH]2)c(C)n1CC1CCCO1 (configuration not stated)	0%	2%	-7%	1%	0.4%
Cc1cc(SCC(=O)NCCC2=CCCCC2)nc2ccccc12	-6%	33%	11%	1%	i
S=c1nc[nH]c2c1[nH]c1ccc(Cl)cc12	4%	-4%	-6%	-1%	0.8%
CCCCCC1CC(=O)C=C(C)C1C(=O)OC (configuration not stated)	-4%	-6%	-5%	1%	i
CCOC(=O)c1ccccc1NC(=O)CSc1ccccc1	-1%	?	-2%	-6%	0.5%
O=C(N/N=C/c1cccs1)c1cnccn1	4%	-1%	3%	-3%	i
CC(C)(CSc1nncn1N)NS(=O)(=O)c1ccc(Cl)cc1	-4%	11%	0%	7%	1.0%
COc1cc2c(cc1OC)[C@H](C)N(C(=O)NCc1ccccc1)CC2	-7%	-16%	1%	17%	0.7%
O=C(NCc1ccc2c(c1)OCO2)c1ccc(CS(=O)(=O)c2cccc(C(F)(F)F)c2)o1	-8%	16%	-3%	-10%	4.4%
CC(C)[C@H](NC(=O)N1CC(=O)Nc2ccccc21)C(=O)N1CCC(C(=O)O)CC1	0%	-14%	-5%	7%	i
Cc1nnc(SCC(=O)NCc2cccs2)n1-c1ccccc1	-8%	7%	-4%	0%	1.8%
Cc1cc(O)c2c(C)c(CC(=O)N3CCN(C(=O)C4COc5ccccc5O4)CC3)c(=O)oc2c1 (configuration not stated)	9%	17%	-6%	-6%	11%
CCc1ccc(NC(=O)c2cc(Br)ccc2Br)cc1	3%	5%	/	0%	/
CC(=O)c1nn(-c2ccc(Cl)cc2)c(=O)[nH]c1=O	13%	21%	0%	-5%	0.0%
CC(=NO)c1ccc2c(c1)C(=NO)c1ccccc1-2	/	/	-22%	/	2.7%
CCCN(CC(=O)Nc1cc(Cl)cc(Cl)c1)CC(=O)Nc1ccc(F)c(F)c1F	6%	26%	-8%	-7%	0.3%
Cc1nc2nc(C)c(CCC(=O)N3CCOCC3)c(C)n2n1	/	/	26%	-1%	0.5%
O=C(N/N=C/c1cccc(Cl)c1)c1c(O)c2c([nH]c1=O)CCCC2	0%	-27%	5%	2%	i
O=C1C(=O)N(c2ccccc2)c2ccccc21	8.2µM*	62%	7%	-6%	2.4%
COC(=O)N/N=C/c1cc([N+](=O)[O-])cc(Br)c1O	-13%	7%	3%	-2%	0.5%
O=C(CN1CCN(S(=O)(=O)c2ccccc2)CC1)NC(=O)NCc1ccccc1	-2%	-16%	-1%	4%	0.7%
CC(C)N1CCN(Cc2ccc(-c3ccccc3Cl)o2)CC1CCO (configuration not stated)	0%	22%	-3%	-2%	2.4%
Cc1c(C(=O)OCC(O)=C(C#N)c2nc3ccccc3[nH]2)oc2ccc(Br)cc12	/	/	2%	/	2.9%
CCCc1nc2oc3c(=O)[nH]cnc3c2c2c1COC(C)(C)C2	1%	1%	11%	10%	0.2%
Cc1ccc(CNc2ncnc3cc(Cl)ccc23)cc1	3%	0%	-10%	-1%	i
O=C(NC1CC1)C(=O)c1c(-c2ccccc2)[nH]c2ccccc12	-3%	50%	34%	0%	i	VEEV TC-83 Vero 10K pilot screen=1.8
Cn1nc(C(F)(F)F)c(CO)c1Sc1ccc(F)cc1	-2%	0%	6%	-2%	2.1%	VEEV TC-83 Vero 10K pilot screen=0.9
CC1CCCC(C)N1C(=O)c1cccc2c1-c1ccccc1/C2=N/O (configuration not stated)	-4%	6%	0%	2%	7.4%
Cc1cc(C)cc(NC(=O)N2CCN(S(C)(=O)=O)CC2)c1	2%	3%	-7%	-12%	0.7%
O=C(Nc1cc(C(F)(F)F)ccc1Cl)C(Sc1nnc(-c2cccs2)o1)c1ccccc1 (configuration not stated)	9%	?	-2%	0%	i
CCC(=O)NCCCCCCNC(=O)CC	0%	0%	0%	-6%	i
CCOC(=O)C(C)Sc1nnc(CNC(=O)c2ccc(OC)cc2)n1C1CCCCC1 (configuration not stated)	7%	11%	0%	-1%	3.0%
Cc1ccc(C)c(CN2C(=O)COc3ccccc32)c1	12%	61%	5%	-9%	i
CCOC(=O)C1=CN(Cc2cccc(I)c2)S(=O)(=O)N(C)C1C (configuration not stated)	/	/	-9%	/	i
O=C(NCCn1ccc2ccccc21)c1ccc(S(=O)(=O)N2CCCCC2)cc1	3%	7%	2%	-1%	2.9%
Cc1ccc(S(=O)(=O)NC(=O)NC(=O)N(C)S(=O)(=O)c2ccc(C)cc2)cc1	10%	0%	-2%	-1%	i	VEEV TC-83 Vero 10K pilot screen=0.0
O=C(NCc1ccccc1C(F)(F)F)C1CCC(=O)N(C2CC2)C1 (configuration not stated)	-8%	-9%	-7%	-9%	i
CCOc1ccccc1NC(=S)Nc1ncccc1C	1%	68%	11%	-11%	i
CC(=O)N1c2ccc(S(=O)(=O)NCCC(=O)N3CCC(C)CC3)cc2CC1C (configuration not stated)	3%	-15%	2%	-5%	3.8%
More results follow:
SMILES	H37Rv inhibition	tuberculosis growth	H1N1 NS1A inhibition	Salmonella PhoP GFP	VEEV TC-83 Vero	others
CCOC(=O)c1cccc(NS(=O)(=O)Cc2ccccc2)c1	-2%	6%	0%	-16%	0.1%
COc1cccc(NC(=O)CSc2nc(C)cs2)c1	7%	78%	-2%	0%	1.1%
O=C(C[C@H]1C/C=C\C[C@@H](Cc2ccc(F)cc2)C(=O)OC[C@H]2CCCN2C1=O)NCCO	2%	4%	4%	/	0.5%
S=C(NN=Cc1ccc2c(c1)OCO2)NN=Cc1ccc2c(c1)OCO2	/	/	-1%	/	i
Cc1c(OCC(=O)NCCCN2CCOCC2)ccc2c3c(c(=O)oc12)CCCC3	1%	11%	7%	2%	i
CC1=C(C(=O)OCc2ccc3c(c2)OCO3)C(c2ccc(F)cc2)NC(=O)N1 (configuration not stated)	19%	24%	13%	-19%	2.0%
CCC(c1nnc(SCC(=O)Nc2nnc(-c3ccccc3)o2)n1Cc1ccccc1)N(C)C (configuration not stated)	-6%	44%	4%	0%	0.7%	VEEV TC-83 Vero 10K pilot screen=0.8
Cc1ccc(NC(=O)c2ccc(Cl)c(N3C(=O)C=CC3=O)c2)cc1	-5%	-1%	6%	4%	1.3%
O=C(O)c1ccc(Nc2cc(Cl)c3nonc3c2[N+](=O)[O-])cc1	3%	/	3%	4%	0.6%
S=C(NCCN1CCOCC1)Nc1cccc2ccccc12	-2%	4%	-10%	0%	i
O=C(O)CCCC(=O)N1CC(=O)Nc2ccccc21	2%	-6%	-13%	1%	0.4%
COc1ccc(-n2c(CNc3ccc(C)cc3)nnc2SCC(=O)Nc2nc(-c3ccccc3)cs2)cc1	68%	-11%	-1%	-6%	9.7%
CCS(=O)(=O)N1CCN(c2ccccc2F)CC1	12%	-7%	6%	1%	0.7%
O=C(NCc1ccc(N2CCCC2=O)cc1)Nc1cccc(Cl)c1	2%	24%	5%	-5%	i
COc1ccc(Cl)cc1NC(=O)C12CCC(C)(C(=O)O1)C2(C)C (configuration not stated)	-4%	15%	15%	-8%	0.4%

Overlap with the part before: 6 entries, then new ones.
SMILES	H37Rv inhibition	tuberculosis growth	H1N1 NS1A inhibition	Salmonella PhoP GFP	VEEV TC-83 Vero	others
S=C(NCCN1CCOCC1)Nc1cccc2ccccc12	-2%	4%	-10%	0%	i
O=C(O)CCCC(=O)N1CC(=O)Nc2ccccc21	2%	-6%	-13%	1%	0.4%
COc1ccc(-n2c(CNc3ccc(C)cc3)nnc2SCC(=O)Nc2nc(-c3ccccc3)cs2)cc1	68%	-11%	-1%	-6%	9.7%
CCS(=O)(=O)N1CCN(c2ccccc2F)CC1	12%	-7%	6%	1%	0.7%
O=C(NCc1ccc(N2CCCC2=O)cc1)Nc1cccc(Cl)c1	2%	24%	5%	-5%	i
COc1ccc(Cl)cc1NC(=O)C12CCC(C)(C(=O)O1)C2(C)C (configuration not stated)	-4%	15%	15%	-8%	0.4%
O=C(O)c1ccccc1-n1cnnn1	3%	7%	-7%	11%	0.3%
Cc1ccc(S(=O)(=O)NC(=O)Nc2cccc(S(=O)(=O)N(C)C)c2)cc1	10%	-9%	-16%	/	1.1%
Cc1nc2sc(C(c3cccc(F)c3)N3CCCCC3)c(O)n2n1 (configuration not stated)	1%	2%	5%	-5%	2.2%
N#CCCN1CCN(C(=O)c2c(N)no[n+]2[O-])CC1	-2%	-4%	-6%	4%	1.1%
Fc1ccc(C2=Nn3c(nnc3-c3ccco3)SC2)cc1	3%	7%	-2%	16%	0.2%
O=C(O)c1ccc(/C=N/N2CCN(Cc3ccccc3)CC2)cc1	-1%	-11%	-7%	-2%	i
Cc1ccc(N=C/C(C(=O)C(F)(F)F)=C(\O)c2ccco2)cc1Cl	?	72%	3%	17%	3.4%
Cc1c(Br)c([N+](=O)[O-])nn1CCCC(=O)Nc1c(C)n(C)n(-c2ccccc2)c1=O	9%	-1%	-10%	2%	0.9%
O=S(=O)(/N=C(/Nc1ccc(Cl)cc1Cl)c1ccccc1)c1cccs1	-1%	20%	-3%	9%	0.7%
CCc1ccc(CNC(=O)CCCn2nc(C)n3ccnc3c2=O)cc1	-1%	19%	4%	1%	0.5%
COc1ccc(CNC(=O)COC(=O)C2CC3C=CC2C3)cc1 (configuration not stated)	3%	84%	-6%	5%	0.1%
CCCCC(=O)Nc1nc2ccc3nc(C)sc3c2s1	-8%	25%	3%	-12%	8.9%
COc1ccc(N2CC(NC(=O)NCC(C)C)CC2=O)cc1 (configuration not stated)	2%	-2%	1%	6%	1.2%
